miR122 inh: miR-122 inhibition in Huh7 cells. Huh7 miR-122 Renilla luciferase sensor, 48 h; neutral wells = 0, positive control = 100. activation (reporter increase), % at 12.5 µM. 340,000 tested, 0.3% active. AID 602342;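 active means mean replicate activation score at least 90 and every replicate individually at or above 90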;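 further: higher luciferase means less miR-122 activity so hits act as miR-122 inhibitors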
Statin myotox sup: suppression of simvastatin myotoxicity | rescue of ATP level, % at 7.49 µM | C2C12 myotubes + simvastatin, ATP luminescence, 48 h; scaled: DMSO 0, geranylgeraniol control 100 | 330,000 tested, 0.78% active;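 active means mean ATP rescue above about 67%, or every replicate alone reaching that limit, limit read from the data, passing the limit was not always enough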;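 further: myotubes were challenged with 10 µM simvastatin during compound exposure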
FN deposit inh: fibronectin deposition inhibition; AH1F fibroblasts, Alexa488-fibronectin deposition fluorescence, overnight; 350,000 tested, 0.086% active; inhibition, % at 12.6 µM;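 active means mean inhibition across replicates of 30% or more, regardless of how many single replicates reach that level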;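 further: positive control wells lacked labelled fibronectin entirely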
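material = AH1F fibroblast monolayer depositing Alexa488-labelled fibronectin into matrix | amount = 10000 AH1F cells/well | buffer or medium = DMEM plus 2% serum, read in PBS | incubation = 1 h cell adhesion before compound, then overnight fibronectin incubation | detection = fluorescence at 485 nm excitation, 525 nm emission | evaluation = percent inhibition as loss of matrix-bound fibronectin fluorescence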
GSIS activator: primary screen for activators of insulin secretion dependent on glucose, INS-1E cells, GLuc reporter luminescence; INS-1E GLuc reporter insulin secretion, 2-3 h; activation, % at 16.6 µM; 370,000 tested, 0.61% active;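 active means lowest replicate activation of at least 40%, so every replicate reaches that level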;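 further: 0% = median of neutral control wells and 100% = median of IBMX positive control wells; some compounds called inactive have numbers as strong as hits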
PglD inh: blocks C. jejuni PglD acetyltransferase activity; purified PglD enzyme, DTNB colorimetric CoA detection; 360,000 tested, 0.098% active; AID 602405; inhibition, % at 12.5 µM; in the data active means inhibition above about 16%, passing the limit was not always enough; further: strong numbers were not always called active
Cneo AK release: causes C. neoformans cell lysis; lysis activity, % at 15 µM; 360,000 tested, 0.2% active; adenylate kinase release luminescence, 4 h; normalised: neutral wells 0, clomiphene wells 100;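 active means mean lysis activity across replicates of at least 80%, whatever share of replicates individually reach that level; inactive means mean lysis activity below 80%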
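Material: C. neoformans cells; Schedule: 4 h static compound exposure, 37 °C, read 1 h post-reagent; Measured by: adenylate kinase release luminescence; Read-out: signal increase indicating cell lysis; Controls: Clomiphene as positive lysis control.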
F508del corr: CFTR F508del correction in bronchial cells | CFBE cells, YFP halide quenching; stimulated with forskolin plus potentiator P3; % fluorescence drop versus neutral controls | activity (quench increase), % at 7.58 µM | 350,000 tested, 0.36% active | AID 720511;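 active means mean added fluorescence quench of at least 8% versus neutral control, with both replicates also reaching 8%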;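 further: cells transiently co-express mutant CFTR-F508del with the halide-sensitive YFP; corrector assay measuring rescue of mutant channel to the surface after 24 h compound exposure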
PGC1a acetyl inh: lowers PGC1a acetylation signal in U2OS cells; 350,000 tested, 0.17% active; inhibition, % at 15.6 µM; AlphaScreen anti-acetyl-lysine; with virally co-expressed GCN5 acetyltransferase; AID 651687;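 active means every replicate shows inhibition of at least 40%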;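 further: 0% = neutral control wells and 100% = positive control wells; some results beyond the cut were filed as inactive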
Numbers without * were called inactive; . = no result given; [ ] = remark or other dose.

Molecule	miR122 inh	Statin myotox sup	FN deposit inh	GSIS activator	PglD inh	Cneo AK release	F508del corr	PGC1a acetyl inh
O=C(NCC1CCCO1)c1cccnc1NCc1ccc(F)cc1 (stereo unspecified)	-6	12	-9	7	7	-4	1.0	3
C[C@H]1CN([C@@H](C)CO)S(=O)(=O)c2ccc(C3=CCCCC3)cc2O[C@H]1CN(C)C(=O)c1ccncc1	14[16.7 µM]	5	-3	11	6	56	0.8	4
CC1CCC/C(=N\NC(=O)Nc2ccccc2)C1 (stereo unspecified)	8	3	0	.	3	4	0.3	6
O=C(C1=C(O)C(=O)N(Cc2ccccc2)C1c1ccncc1)c1ccco1 (stereo unspecified)	7	24	.	.	1	0	.	-10
COc1cccc(NC(=O)CN(C)C(=O)c2cccnc2Nc2cccc(C(F)(F)F)c2)c1	.	-17	.	.	-2	-1	.	-18
O=C(Nc1ccc(Cl)c(Cl)c1)N[C@@H]1CC[C@@H](CCn2cc(C3CCCC3)nn2)O[C@@H]1CO	.	.	-19	-4	.	.	1.1	6
Cc1ccc(C(=O)OCC(=O)N2c3ccccc3NC(=O)C2(C)C)cc1S(=O)(=O)N1CCCCC1	.	-3	-18	16	-2	2	-1.7	-4
C[C@H]1CN([C@@H](C)CO)C(=O)c2cc(-c3ccccc3F)cnc2O[C@H]1CN(C)C(=O)CN(C)C	-1[16.7 µM]	14	0	-2	-1	0	1.9	2
CC(C)NC(=O)N(C)C[C@H]1OCCCC[C@@H](C)Oc2ccc(NC(=O)Nc3ccc(F)cc3)cc2C(=O)N([C@H](C)CO)C[C@@H]1C	5[16.7 µM]	.	.	9	4	-4	-2.5	2
Cc1cc(C)nc(NC(=NCCc2c[nH]c3ccccc23)NC(=O)Nc2ccccc2)n1	10	13	4	-46	-4	7	.	-10
Cc1ccc(S(=O)(=O)N2CCOCC2)cc1NC(=O)COC(=O)CNC(=O)c1ccc(Cl)cc1Cl	-1	2	-4	.	-1	-3	1.4	.
COc1cn(-c2ccccc2)nc1C(=O)OCC(=O)Nc1ccc(C)c(C)c1	.	2	6	0	.	.	0.2	1
CCOCCCNC(=O)C1(O)c2cc(Br)ccc2NC(=O)N1c1ccc(C)c(C)c1 (stereo unspecified)	-4	8	1	26	3	7	-3.1	.
CC(Nc1ccc(Br)cc1)C(=O)Nc1cccc(S(=O)(=O)N2CCOCC2)c1 (stereo unspecified)	.	1	10	-24	-1	1	0.3	.
COc1ccc(CCNC(=O)CCC(=O)N2CCOc3ccc(C)cc32)cc1OC	-4	12	-13	28	-4	1	0.8	.
COc1ccc(OC)c(/C=C/C(=O)NC2=NCCS2)c1	3	-11	-8	-4	6	-3	-9.5	-11
CN(C)C(CNC(=O)c1cccc(OC(F)F)c1)c1ccco1 (stereo unspecified)	0	5	-1	-8	-9	-3	.	-2
O=C(O)c1cccc(-c2csc(C(O)(c3ccccc3)C(F)(F)F)n2)c1 (stereo unspecified)	-3	2	7	-5	3	0	1.5	-3
COCC(=O)N1CC2(C1)[C@H](c1ccc(-c3cccc(F)c3)cc1)[C@@H](CO)N2C(=O)C1CC1	.	.	3	2	.	.	-0.8	5
COc1ccc(NC(=O)N(C)C[C@H]2Oc3c(cccc3N(C)C)C(=O)N([C@H](C)CO)C[C@@H]2C)cc1	4[16.7 µM]	4	.	-13	3	-6	-1.5	4

Further structures:
Molecule	miR122 inh	Statin myotox sup	FN deposit inh	GSIS activator	PglD inh	Cneo AK release	F508del corr	PGC1a acetyl inh
COc1cc2ccccc2cc1C(=O)N/N=C/c1cccnc1	2	-3	-11	17	-2	-5	-0.2	7
Cc1nc2c(n1O)CCC/C2=N\O	-1	5	.	.	-1	7	.	0
CC(C)c1ccc2oc(-c3cc(N)ccc3O)nc2c1	2	-9	.	.	-4	-8	.	7
CCOC(=O)C1=C(C)N(C)C(=O)NC1c1cc2c(cc1Br)OCO2 (stereo unspecified)	21	-2	.	.	9	0	.	1
C[C@H](O)C#Cc1cnc2c(c1)C(=O)N([C@H](C)CO)C[C@@H](C)[C@H](CN(C)C(=O)c1ccccc1F)O2	-3[16.7 µM]	-2	.	27	-1	-9	-0.3	0
CCOC(=O)c1ccc2c(c1)n(CC)c(/C=C/N(C)c1ccccc1)[n+]2CC	10	.	3	-38	0	6	.	.
COc1cccc(NC(=O)CN(C)C(=O)CCCc2nc3ccccc3c(=O)[nH]2)c1	.	6	-1	0	1	2	-0.6	.
Cc1ccc(NC(=O)CN2C(=O)S/C(=C\c3cc(C)n(-c4ccc(C(=O)O)cc4)c3C)C2=O)cc1	0	0	-13	-14	-4	1	0.1	21
O=C(C1CCC1)N1CC(=O)N2[C@H](CO)[C@H](c3ccc(Br)cc3)[C@H]2C1	.	.	3	13	.	.	-2.4	5
COc1ccc(C(C)=O)cc1COC(=O)c1c(C)nn(-c2ccccc2)c1C	0	11	1	13	-3	-2	1.1	3
CC(C)COc1ccc(C(=O)Nc2cc(S(=O)(=O)N3CCOCC3)ccc2N2CCCC2)cc1	8	16	-3	-23	-1	2	0.4	0
Cc1ccc(CN2Cc3cccc4c3[C@@H](CC2=O)[C@H](O)[C@H](O)C4)cc1	-2	2	6	.	3	0	4.0	6
O=S(=O)(Nc1ncnc2scc(-c3ccc(F)cc3)c12)c1cc(F)ccc1F	5	-2	4	-30	.	.	0.8	9
CC(OC(=O)c1cccs1)C(=O)NCc1ccc2c(c1)OCO2 (stereo unspecified)	-8	-5	1	8	6	-1	.	-3
O=[N+]([O-])c1ccc2cn[nH]c2c1	-1	0	5	-5	5	-1	-1.6	4
O=C(Nc1cccc(F)c1)N1CCCCN2[C@H](CO)[C@@H](c3ccc(C#Cc4ccccc4)cc3)[C@H]2C1	-7[16.7 µM]	.	.	-15	-3	0	3.1	-22
COc1cccc(S(=O)(=O)N[C@H]2CC[C@H](CC(=O)NCc3ccccc3)O[C@@H]2CO)c1	.	8	.	3	-3	1	-0.8	3
COc1ccc(NC(=O)Nc2c(C)noc2-c2ccccc2)cc1	.	6	1	-4	.	.	.	-7
COCCN1CC(C(=O)NCc2ncccc2C)CCC1=O (stereo unspecified)	-3	.	8	0	6	0	-1.0	0
CCc1nnc(NC(=O)CSc2nc(-c3ccc(OC)cc3)ns2)s1	-1	6	-5	.	-3	0	.	-5

(more compounds)
Molecule	miR122 inh	Statin myotox sup	FN deposit inh	GSIS activator	PglD inh	Cneo AK release	F508del corr	PGC1a acetyl inh
CSCC(CO)NS(=O)(=O)c1ccc(C)cc1 (stereo unspecified)	0	1	1	-2	0	1	0.5	7
COc1cc(OC)cc(C(=O)N[C@H](C(=O)Nc2nc3ccc(S(C)(=O)=O)cc3s2)C(C)C)c1	.	-2	-13	17	-3	1	-2.3	6
Cc1ccc(S(=O)(=O)Oc2ccccc2/C=N/N=C(N)N)cc1	-4	-18	2	1	-8	0	-1.1	-2
CC(=O)N1CCN(C(=S)NC(=O)c2ccc(S(=O)(=O)N3CCOCC3)cc2)CC1	-10	4	4	9	.	.	.	-13
S=c1nc(C2COc3ccccc3O2)[nH][nH]1 (stereo unspecified)	-8	6	-6	5	-2	-3	-1.7	2
N/C(=N\OC(=O)Nc1ccc(Cl)cc1)c1ncc(C(F)(F)F)cc1Cl	0	11	.	.	0	-6	.	4
O=C(Oc1ccc(N(Cc2cccs2)C2=NS(=O)(=O)c3ccccc32)cc1)c1ccccc1	0	2	.	.	0	-1	.	-1
COc1ccc2c(c1)C1=C(CC2)C(c2ccc(C)cc2)NC(=S)N1 (stereo unspecified)	5	19	8	-5	1	4	5.0	.
O=C(O)c1ccc(-c2ccccc2)[nH]1	6	6	.	5	1	3	.	33
COc1ccc(C(=O)CSc2nnc(CNC(=O)c3ccc(S(=O)(=O)N(C)C)cc3)o2)cc1	3	-1	2	-17	-4	-2	3.1	6
COc1ccc(NC(=O)Nc2ccc(F)cc2F)cc1	5	11	.	4	.	.	-4.3	1
O=C(c1ccco1)N1CCN(Cc2nc3cc(Cl)ccc3c(=O)[nH]2)CC1	.	.	-10	6	.	.	1.1	-7
C#CCOCCOCCOCCNc1nc(N2CCOCC2)nc(N2CCN(C(=O)CCCCCCCCCCNC(=O)[C@@H](CCC(=O)O)n3cc(CCCCCN)nn3)CC2)n1	.	-3	12	0	-4	3	-0.4	.
O=C(COC(=O)C1CCCN1C(=O)C12CC3CC(CC(C3)C1)C2)c1ccc(Br)cc1 (stereo unspecified)	-1	.	-15	2	.	3	-1.0	-1
Cc1cccc(NC(=O)c2nc[nH]c2C(=O)N[C@@H](C)C(=O)OCc2ccccc2)c1	-1	-1	-10	-4	6	-3	1.6	3
O=C(NCc1nnnn1-c1ccc(F)cc1)C(=O)c1c[nH]c2ccccc12	0	-6	11	-7	-5	-6	0.4	1
C[C@@H]1CCCCO[C@@H](CN(C)C(=O)c2ccccc2)[C@@H](C)CN([C@H](C)CO)C(=O)c2cc(NC(=O)CCCN(C)C)ccc2O1	3[16.7 µM]	-12	3	37	-1	-2	1.3	4
Fc1ccc(OCCCCCCN2CCCC2)cc1	2	-7	.	-55	1	1	1.4	3
O=C(c1cccc(S(=O)(=O)Nc2ccc(Br)cc2)c1)N1CCC1	30	8	-2	5	0	-3	-1.5	-1
Cc1ccc(S(=O)(=O)N(C)C[C@@H]2Oc3c(NS(C)(=O)=O)cccc3C(=O)N([C@@H](C)CO)C[C@H]2C)cc1	-6[16.7 µM]	-50	1	13	3	3	-1.3	9

Just PGC1a acetyl inh, F508del corr and Statin myotox sup, for 2 of the compounds above:
structure	PGC1a acetyl inh	F508del corr	Statin myotox sup
Cc1ccc(CN2Cc3cccc4c3[C@@H](CC2=O)[C@H](O)[C@H](O)C4)cc1	6	4.0	2
O=S(=O)(Nc1ncnc2scc(-c3ccc(F)cc3)c12)c1cc(F)ccc1F	9	0.8	-2

Next section:
Molecule	miR122 inh	Statin myotox sup	FN deposit inh	GSIS activator	PglD inh	Cneo AK release	F508del corr	PGC1a acetyl inh
C/C(=N/NC(=O)Cn1nc2ccccc2n1)c1ccc(F)cc1	-11	.	-7	10	-3	0	.	.
COC(=O)c1ccc([N+](=O)[O-])c(CS(=O)(=O)c2ccc(Cl)cc2)c1	.	4	7	15	5	-3	3.2	.
COC(=O)c1sc(NC(=O)c2ccc(OC)cc2OC)nc1C	-2	-11	6	.	6	-10	.	2
CC(C)(C)NS(=O)(=O)c1ccc(N2C(=O)c3ccccc3C2=O)cc1	-11	9	.	.	-1	-1	.	.
CC1CCC2(CC1)NC(=O)N(CC(=O)Nc1ccc(N3CCOCC3)cc1)C2=O (stereo unspecified)	2	-6	.	-3	-4	-2	-0.1	4
O=C(C[C@@H]1C=C[C@@H](NC(=O)c2ccccn2)[C@@H](CO)O1)NCc1cccc(F)c1	.	2	-8	13	-3	3	2.7	1
Cc1ccc(CNC(=S)Nc2cc(C)ccc2OC(F)F)cc1	.	.	-3	-32	-3	8	1.2	.
COc1ccc(CC(=O)NCCc2ccc(S(N)(=O)=O)cc2)cc1	-8	7	-8	.	2	2	.	.
COc1cccc(CN(C)C(=O)c2ccccc2Sc2ccccc2C#N)c1	1	2	-7	-22	3	0	-0.2	-4
O=C(O)C1CC(=O)N(c2ccc(OCc3c(F)cccc3Cl)cc2)C1 (stereo unspecified)	-5	-2	.	.	-7	-14	.	-3
CCc1cccc(NC(=O)C2CCCN(c3ncnc4c3nc3n4CCCCC3)C2)c1 (stereo unspecified)	5	-1	1	-26	-4	-17	-2.3	-18

Screening data deposited in PubChem by Broad Institute.
